# Compound activity from PubChem.
# GSK3A inh – human GSK-3 alpha kinase inhibition | 0.1% of 320,000 active | ADP-Glo luminescence, 60 min | inhibition, % at 10 µM | P49840;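 in the data active = inhibition above about 50%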;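 also: GST-tagged GSK-3 alpha with peptide substrate and 25 µM ATP; 0% = DMSO neutral wells and 100% = GW8510 positive control wells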
# RGS4 act – RGS4 potentiation or activation. HEK293 M3R/inducible RGS4, carbachol calcium flux Fluo4; hits give low values. B-score at 10 µM. 0.92% of 310,000 active. AID 463111;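 active = B-score of the integrated calcium signal more than 4 SD below the library mean, with starting fluorescence not abnormally high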;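 also: negative B-score means reduced calcium response which marks RGS4 activation or potentiation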
#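 Also added: carbachol at ECmax as muscarinic agonist stimulus; Assay system: HEK293 cells with stable M3R and inducible RGS4; Timing: overnight RGS4 induction, 30 min dye load 37 °C, 20 min compound RT; Measured by: Fluo4-AM (2 µM) calcium-flux fluorescence, kinetic read.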
# KCNQ1 act – potentiates or activates the human KCNQ1 potassium channel | P51787 | B-score at 10 µM | CHO-K1 KCNQ1, thallium flux FluxOR fluorescence; hits give high values | AID 2648 | 0.35% of 310,000 active;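 active = fluorescence ratio B-score, a plate-corrected score, at least three library SD, with initial intensity B-score within 5 SD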
# Target sequence (P51787 whole entry, looked up): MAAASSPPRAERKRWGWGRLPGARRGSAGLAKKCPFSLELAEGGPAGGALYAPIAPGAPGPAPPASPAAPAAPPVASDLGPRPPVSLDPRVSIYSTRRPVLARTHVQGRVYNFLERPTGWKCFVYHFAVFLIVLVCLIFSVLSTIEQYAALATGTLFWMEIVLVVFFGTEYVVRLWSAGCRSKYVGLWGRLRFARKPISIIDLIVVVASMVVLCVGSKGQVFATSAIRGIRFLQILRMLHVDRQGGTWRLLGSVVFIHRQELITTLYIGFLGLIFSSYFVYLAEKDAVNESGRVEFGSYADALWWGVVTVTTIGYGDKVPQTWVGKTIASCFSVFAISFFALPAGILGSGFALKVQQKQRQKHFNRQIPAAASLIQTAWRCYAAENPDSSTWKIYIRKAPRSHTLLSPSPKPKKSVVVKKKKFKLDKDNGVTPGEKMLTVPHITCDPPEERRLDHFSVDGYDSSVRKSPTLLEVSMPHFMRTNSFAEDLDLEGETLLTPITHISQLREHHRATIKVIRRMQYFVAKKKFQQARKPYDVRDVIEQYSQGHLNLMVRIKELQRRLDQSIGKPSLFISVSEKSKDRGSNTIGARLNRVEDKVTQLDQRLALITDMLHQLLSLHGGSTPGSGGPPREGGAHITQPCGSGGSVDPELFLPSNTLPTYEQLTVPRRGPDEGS
#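 assay system = KCNQ1-transfected CHO-K1 cells | medium = assay buffer with matched DMSO | probe or stimulus = depolarizing K+/Tl+ stimulus, K2SO4 and Tl2SO4 each 12.5 mM in 5x stock | dosing = single dose | incubation = dye 90 min, compound 20 min, room temperature | detection = kinetic FluxOR fluorescence, 10 s baseline plus 110 s post-stimulus | evaluation = ratio B score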
# RGS4 block – human RGS4 inhibition | HEK293 M3R/RGS4 inducible, Fluo-4 calcium flux; hits give high values; triggered by carbachol at its EC20 | B-score at 10 µM | AID 463165 | 0.45% of 310,000 active;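 active = B-score, a plate-corrected calcium signal, over three deviations above library mean, with baseline fluorescence within five deviations of library mean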;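 also: RGS4 expression induced by doxycycline in cells with stable M3 receptor; B-score is computed from the integrated fluorescence ratio over baseline after carbachol; higher B-score means a larger calcium signal and so more RGS4 inhibition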
# PolyA inhibitor – inhibitors of polyadenylation in S. cerevisiae | S. cerevisiae SKY197-pL101 polyadenylation reporter, beta-gal luminescence; efflux-impaired pdr1/pdr3 knockout yeast; score 100 = 6 SD above DMSO | 0.02% of 300,000 active | calls only at 12 µM | AID 1875;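 active = lowest replicate activity score at least 50, where 100 means six control SD above control mean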;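 also: yeast exposed to compound for 9 h at 30 °C; higher score means more reporter readthrough which indicates perturbed polyadenylation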
# DYRK1A inh – inhibitors of rat Dyrk1A kinase; 0.43% of 310,000 active; inhibition, % at 12.5 µM; ADP-Glo luminescence, NFATc1 peptide; Q63470; in the data active = inhibition above about 50%;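 also: plate controls were vehicle with enzyme for no effect and no enzyme for full effect; many of its hits are not listed in these tables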
# KCNK9 block – human KCNK9 channel inhibition | HEK293 KCNK9, FluxOR thallium flux fluorescence; hits give low values | B-score at 10 µM | 1.2% of 310,000 active | AID 488922;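 active = ratio B-score over 3 SD below the library mean, with starting fluorescence within 5 SD of its mean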;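 also: negative B-score means less thallium flux so channel inhibition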
# hERG protect – compounds protecting human hERG from proarrhythmic drug block. 0.51% of 310,000 active. activation (rescue from dofetilide block), less the hit threshold, % at 10 µM. CHO-hERG, FluxOR thallium flux, dofetilide IC70 present;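 active = activation above the mean of controls blocked by dofetilide plus 5 SD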;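 also: thallium influx through hERG after potassium depolarization seen as dye fluorescence rise; in these data hits start at about 4.7%; inactives centre near -7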
# KCNQ1 block – human KCNQ1 channel inhibition; P51787; CHO-K1 KCNQ1, FluxOR thallium flux fluorescence; hits give high values; B-score at 10 µM; 1.3% of 310,000 active;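 active = compounds whose thallium flux B-score, printed positive for inhibition, exceeds three library SD while starting fluorescence stays within three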;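 also: channel opened by potassium depolarization with thallium stimulus after 20 min compound exposure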
# KCNK3 inh – human KCNK3 channel inhibition, primary screen. 0.84% of 340,000 active. B-score at 10 µM. AID 602410. CHO-KCNK3 thallium flux, FluxOR fluorescence; hits give low values. O14649;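 active = B-score under library mean minus 4 SD, starting fluorescence ratio at most library mean plus 5 SD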;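 also: more negative B-score means stronger inhibition of thallium flux through KCNK3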
# Target sequence (O14649 whole entry, looked up): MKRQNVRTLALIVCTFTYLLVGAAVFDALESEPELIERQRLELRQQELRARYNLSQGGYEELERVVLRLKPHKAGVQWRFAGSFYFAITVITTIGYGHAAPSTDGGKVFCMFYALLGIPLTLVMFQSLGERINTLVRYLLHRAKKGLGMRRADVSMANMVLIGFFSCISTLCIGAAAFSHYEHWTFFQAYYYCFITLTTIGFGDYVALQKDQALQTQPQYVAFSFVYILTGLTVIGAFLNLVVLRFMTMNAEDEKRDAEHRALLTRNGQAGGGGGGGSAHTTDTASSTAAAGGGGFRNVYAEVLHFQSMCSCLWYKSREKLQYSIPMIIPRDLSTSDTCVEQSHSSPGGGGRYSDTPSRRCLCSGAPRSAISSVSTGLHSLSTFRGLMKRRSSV
# GSK3B inh – human GSK3beta kinase inhibition; P49841; GST-GSK3beta kinase, ADP-Glo luminescence, 60 min; hits give low values; activity score (negative = inhibition), % at 10 µM; 0.038% of 300,000 active;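 active = more than half of replicate wells score below -50%, meaning over 50% inhibition versus plate controls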;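 also: 0% = median DMSO wells and -100% = median GW8510 positive control wells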
#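 Test system – GST-tagged human GSK3beta kinase, cell-free · Incubation – 60 min enzyme reaction, room temperature · Signal – ADP-Glo luminescence · Also added – peptide substrate and ATP at 25 µM · Controls – DMSO neutral wells and GW8510 at 20 µM as positive · Buffer or medium – Tris/MgCl2 kinase buffer · Measure – Luminescence-derived activity versus plate DMSO and GW8510 wells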
# Starred values were filed as active, the others as inactive; i = inactive; x = not tested or not shown; & = joins results of further samples.
SMILES,GSK3A inh,RGS4 act,KCNQ1 act,RGS4 block,PolyA inhibitor,DYRK1A inh,KCNK9 block,hERG protect,KCNQ1 block,KCNK3 inh,GSK3B inh
O=C(CN1CCCCC1)NC1CCc2cc3c(cc21)CCC3 (configuration not stated),-5,i,i,i,i,23,i,-6,i,i,-1
CS(=O)(=O)N(CC(=O)NCc1ccc2c(c1)OCO2)Cc1ccc(Cl)cc1,-2,i,i,i,i,9,i,-9,i,i,-3
CCCCNC(=O)c1cc([N+](=O)[O-])[nH]n1,-2,i,i,i,i,1,i,-7,i,i,-2
CC(Oc1ccccc1)C(=O)N1CCN=C1SCc1ccccc1 (configuration not stated),0,i,i,i,i,x,i,-13,i,i,3
CCOC(=O)N1CCN(S(=O)(=O)c2ccc(F)c(C(=O)Nc3cccc(Cl)c3C)c2)CC1,-2,i,i,i,i,6,i,-10,i,i,1
O=C(O)c1nccnc1C(=O)Nc1ccccc1N1CCOCC1,0,i,i,i,i,x,i,-2,i,i,2
O=C(CN1C(=O)c2cccc3cccc(c23)C1=O)NCCCO,-2,i,i,i,i,-4,i,-3,i,i,0
CCOc1ccccc1NC(=O)C(NCC1CCCCC1)c1ccccc1 (configuration not stated),-3,i,i,i,i,2,-8.9*,-29,10*,i,-1
COc1ccc2sc(NC(=O)CC(C)C)nc2c1,3,i,i,i,i,48,i,-13,i,i,-6
C[C@@H](C(=O)O)[C@H]1C[C@]1(C)[C@H](NC(=O)OCc1ccccc1)c1ccccc1,0,i,i,i,i,x,i,-7,i,i,5
CCCC(=O)Nc1c(-c2ccccc2OC)c(=O)c2ccccc2n1C,-2,i,i,i,i,5,i,-9,i,i,0
O=C(c1ccc2nc[nH]c2c1)N1CCN(c2cccc(C(F)(F)F)c2)CC1,x,i,i,i,i,-3,i,-3,i,i,2
C[C@H](NC(=O)c1ccccc1)C(=O)Nc1nc(-c2ccccn2)cs1,0,i,i,i,i,-2,i,-10,i,i,2
CCN1CCC(=NNC(=O)c2ccc(C)c([N+](=O)[O-])c2)CC1,3,i,i,i,i,-5,i,-2,i,i,-2
COc1ccc(CN2CCN(C(C)C(=O)NC(C)c3ccc(F)cc3)CC2)cc1F (configuration not stated),-5,i,i,i,i,-6,i,-5,i,i,6
COC(=O)c1ccc2nc(-c3ccc4c(c3)OCO4)cn2c1,-4,i,i,i,i,x,i,-11,i,i,-1
CC1CN(C(=O)CN2C(=O)NC3(CCCC3)C2=O)C(=Nc2cccc(S(=O)(=O)N(C)C)c2)S1 (configuration not stated),-3,i,i,i,i,-1,i,-11,i,i,-3
COc1ccc(C(=O)Nc2c(N)nc(SCC(=O)NCC3CCCO3)[nH]c2=O)cc1 (configuration not stated),11,i,i,i,i,-8,i,-5,i,i,-4
O=C(NC1CCCCC1)C(c1ccc2ncccc2c1)N(Cc1ccco1)C(=O)c1ccc2c(c1)OCCO2 (configuration not stated),-5,i,i,i,i,-3,i,-7,i,i,-4
CCc1ccc(C(=O)NNc2ccc(F)cc2F)cc1,-2,i,i,i,i,x,i,-9,i,i,-10
COc1ccc(CNC(=O)/C=C/c2ccc(OCCCF)cc2)cc1,-4,i,i,i,i,-6,i,0,i,i,3
CC1Sc2ccc(C(=O)OCc3ccccc3Cl)cc2NC1=O (configuration not stated),-1,i,i,i,i,-1,i,-10,i,i,-1
CCOc1ccc(C(=O)NCC(=O)N2CCN(c3ccccc3O)CC2)cc1,-3,i,i,i,i,-5,i,-3,i,i,2
O=C(NC(=S)N1CCOCC1)C12CCC3CC(CC(C3)C1)C2,3,i,i,i,i,0,i,-11,i,i,2
CC(C)c1ccc(CN2CCC(Oc3ccc(C(=O)N4CCCC4)cc3)CC2)cc1,0,-9.1*,i,i,i,3,i,-12,i,i,2
# Continued:
SMILES,GSK3A inh,RGS4 act,KCNQ1 act,RGS4 block,PolyA inhibitor,DYRK1A inh,KCNK9 block,hERG protect,KCNQ1 block,KCNK3 inh,GSK3B inh
COc1ccc2cc(C(=O)NCC3CCCO3)[nH]c2c1 (configuration not stated),3,i,i,i,i,20,i,-3,i,i,-2
CCC1CCCCN1CCNC(=O)c1[nH]c(C)c(C(C)=O)c1C (configuration not stated),-2,i,i,i,i,6,i,-3,i,i,-2
CCOc1ccc(S(=O)(=O)N(C)CC(=O)NCc2ccccn2)cc1,0,i,i,i,i,0,i,-1,i,i,-2
CCCCS(=O)(=O)CC(COc1ccccc1)OC(=O)c1ccccc1 (configuration not stated),-2,i,i,i,i,-12,i,-13,i,i,1
O=C1SC(SCc2ccccc2)=N/C1=C\c1ccc(C(=O)O)cc1,-11,i,i,i,i,16,i,-6,i,i,1
O=C(O)Cn1c(O)c(C=Nc2ccccc2)sc1=S,-1&-4,i,i,i,i,-6&6,i,-12&-12,i,i,-4&-14
Fc1cccc(CCN2C(=S)NC[C@@H]2CC2CCCCC2)c1,-3,i,i,i,i,6,i,-8,i,i,0
O=C(Nc1ccc(N2CCN(C(=O)c3ccco3)CC2)cc1)c1ccc(Br)cc1,-1,i,i,i,i,-7,i,-5,i,i,1
O=C1CC[C@@H](CN(Cc2ccccn2)Cc2nc(Cc3cccc(C(F)(F)F)c3)no2)N1,2,i,i,i,i,17,i,-6,i,i,1
COc1cccc(CC(NC(C)=O)C(=O)NC2CCN(S(=O)(=O)c3ccc(C)cc3)CC2)c1OC (configuration not stated),0,i,i,i,i,-1,i,-2,i,i,-4
COc1cc(/C=N/N2C(C)CCCC2C)cc(OC)c1O (configuration not stated),0,i,i,i,i,-1,i,-9,i,i,0
CCCc1nc2ccc(NC(=O)c3cccs3)cc2c(=O)n1Cc1ccc(Cl)cc1,x,i,i,i,i,3,-6.8*,-9,i,i,-1
COc1ccccc1C1/C(=C(\O)c2ccc3c(c2)OCCO3)C(=O)C(=O)N1CCCn1ccnc1 (configuration not stated),-1,i,i,i,i,-1,i,-10,i,i,1
O=C(NCCCO)NC(=S)c1cccc2ccccc12,-1,i,i,i,i,3,i,-17,i,i,-2
CC(C)(C)NC(=O)C1CCC(CNS(=O)(=O)c2cccc3nsnc23)CC1 (configuration not stated),-1,i,i,i,i,2,i,-14,i,i,7
CCOC(=O)c1c(C)[nH]c(C=O)c1Cc1cccc(Cl)c1,-3,i,i,i,i,-4,i,-3,i,i,-4
c1ccc(-c2nc(N3CCCC3)nc3ccccc23)cc1,-4,i,i,i,i,-3,i,-5,i,i,-2
CN1CCN(S(=O)(=O)c2cccc(C(=O)NCCOc3ccccc3)c2)CC1,-8,i,i,i,i,3,i,-8,i,i,3
Cc1ccc(C(=O)Nc2ccc(N3CCN(C(=O)c4ccco4)CC3)cc2)c(Cl)c1,0,i,i,i,i,-4,i,-8,i,i,-1
Cc1occc1-c1nnc(SCC(=O)NC2CC2)n1C,0,i,i,i,i,-3,i,-5,i,i,-2
CC(=O)Nc1ccc(NC(=O)CSc2nncn2C)cc1,-2,i,i,i,i,-5,i,-9,i,i,-1
O=C(COc1ccc(Cl)cc1Cl)OCn1nnc2ccccc2c1=O,-6,i,i,i,i,-1,i,-1,i,i,2
O=C1CSC(c2ccccc2)N1CC(O)c1ccc([N+](=O)[O-])cc1 (configuration not stated),x,i,i,i,i,-3,i,-15,i,i,-5
Cc1ccc2c(c1C)NC(C(=O)O)C1CC=CC21 (configuration not stated),-2,i,i,i,i,-1,i,0,i,i,-5
CCn1cc(S(=O)(=O)Nc2cc(F)ccc2C)cn1,2,i,i,i,i,7,i,-4,i,i,2

# Record cards, as listed above.
# Listed for O=C(NCCCO)NC(=S)c1cccc2ccccc12 = GSK3A inh = -1; RGS4 act = i; KCNQ1 act = i; RGS4 block = i; PolyA inhibitor = i; DYRK1A inh = 3; KCNK9 block = i; hERG protect = -17; KCNQ1 block = i; KCNK3 inh = i; GSK3B inh = -2
# Listed for CCn1cc(S(=O)(=O)Nc2cc(F)ccc2C)cn1 = GSK3A inh = 2; RGS4 act = i; KCNQ1 act = i; RGS4 block = i; PolyA inhibitor = i; DYRK1A inh = 7; KCNK9 block = i; hERG protect = -4; KCNQ1 block = i; KCNK3 inh = i; GSK3B inh = 2

# (next part)
SMILES,GSK3A inh,RGS4 act,KCNQ1 act,RGS4 block,PolyA inhibitor,DYRK1A inh,KCNK9 block,hERG protect,KCNQ1 block,KCNK3 inh,GSK3B inh
Cc1c(Cl)cccc1NC(=O)CCC(=O)NNC(=O)c1ccco1,-1,i,i,i,i,11,i,-13,i,i,2
COc1ccccc1NC(=O)c1cc[n+]([O-])cc1,-1,i,i,i,i,-4,i,-4,i,i,-1
CCN1CCSc2ccc(C(=O)NCc3ccccc3F)cc21,-1,i,i,i,i,16,i,-13,i,i,3
CCCC(=O)Nc1c(-c2ccccc2)c(=O)c(C)nn1-c1ccc(C)cc1,7,i,i,i,i,6,i,-1,i,i,2
Cc1cc(C)c(OCCNC(=O)c2ccccc2Sc2ccccc2C#N)c(C)c1,0,i,i,i,i,-8,i,-6,i,i,1
CCOc1ccc(CC(=O)Nc2cccc(-c3ccc4nnc(C)n4n3)c2)cc1,-1,i,i,i,i,-1,i,-3,i,i,4
Cc1cc(C(=O)NNc2ccc(C(C)C)cc2)n(C(C)(C)C)n1,-1,i,i,i,i,-5,i,-11,i,i,2
O=C(CN1C(=O)C2C3C=CC(C3)C2C1=O)N1CCc2ccccc2C1 (configuration not stated),0,i,i,i,i,1,i,-16,i,i,1
O=C(COc1ccccc1)NCC(c1ccco1)N1CCCCC1 (configuration not stated),-4,i,i,i,i,5,i,-16,i,i,5
COC(=O)c1ccc(CN2C(=O)NC(Cc3c[nH]c4ccccc34)C2=O)cc1 (configuration not stated),0,i,i,i,i,2,i,-14,i,i,-1
Cn1c(N)c(-c2nc3cccnc3n2C)sc1=S,-2,i,i,i,i,7,i,-12,i,i,2
CCCCCCCC(=O)N/N=C(\C)c1ccc(N)cc1,-3,i,i,i,i,x,i,-11,i,x,-1
O=[N+]([O-])c1cc(C(F)(F)F)ccc1NCCCCNS(=O)(=O)c1ccc2ccccc2c1,-3,i,i,i,i,4,i,-12,i,i,-8
CCN(C(=O)c1cc2c(=O)[nH]c3ccc(C)cc3c2s1)c1ccc(OC)cc1,-1,i,i,i,x,-9,i,-9,i,i,1
Cc1ccc(S(=O)(=O)N2CCC(C(=O)Nc3ccccc3N3CCCC3)CC2)cc1,-2,i,i,i,i,13,i,-13,i,i,2

# These rows are one share of the data; count on the stated rates, not on these rows.
